Source: PubChem (National Center for Advancing Translational Sciences (NCATS))
BRCA1 expr up: BRCA1 expression activation; MCF7-BRCA1-FFLuc reporter, luminescence, 48 h; response scale: scaled: vehicle 0%, 10 µM genistein 100%; Potency, µM (titrated, usually from 46.1 µM), without a hit: top-dose activation, most hits filed as activators; 380,000 compounds, 1.1% hits; further: potency means the concentration at half of the fitted maximal effect; nearly all actives have a fitted effect of over 80% in size; some results filed as inactive show a strong effect at the top dose
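MCF7-BRCA1-FFLuc cells, 2000/well in phenol-red-free MEM, attached 2 h then treated 48 h at 37 C. Luciferase luminescence read 15 min after reagent; normalized to genistein maximum activation (10microM) and DMSO, concentration-response fitted.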
PTAP TSG101 blk: blocks PTAP/TSG101 interaction to inhibit HIV-1 budding; Q99816; Fluorescence polarization, FITC-PTAP peptide / Tsg101 binding; Potency, µM (titrated, usually from 115 µM), for the others: at the highest dose activity change, negative = inhibition, hits mostly inhibitors; 340,000 tested, under 10 active; AID 493005; active means well fitted inhibition curve with a large enough effect in the main read-out, with a control signal flat, not every such curve was filed as active; inconclusive means small, poorly fitted or top-dose-only effect, or effect the other way, or a change in a side signal; inactive means no such curve, though single readings can be large or run the other way; further: potency means the concentration at half of the fitted maximal effect; % of control where 0% means no effect
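FP read-out: FITC-PTAP peptide, 50 nM final, binding Tsg101 binding domain, 10 uM final; 20 min, r.t.; 10 mM HEPES pH 7.5, 0.15 M NaCl, 0.01% Tween 20, 3 mM EDTA, 0.1 mM TCEP.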
uPA surface inh: cell surface uPA generation inhibition | cell surface uPA generation assay, qHTS | Potency, µM (doses to about 38.3 µM), without a hit: at the highest dose activity change, negative = inhibition, usual class: inhibitors | 330,000 compounds, 0.31% hits | AID 540303; active means well fitted inhibition curve with a large enough effect; inconclusive means small, poorly fitted or top-dose-only effect; inactive means no such curve, though single readings can be large or run the other way; tested in mouse RAW 264.7 cells; further: potency means the concentration at half of the fitted maximal effect; on the % scale 0 is the no-effect control and ±100 the full control effect; nearly all actives have a fitted effect of over 55% in size
TRPV1 ag: agonists of human vanilloid receptor 1 (TRPV1); TRPV1-expressing cells, Fluo-8 calcium influx, agonist mode; activation, % at 8.33 µM; 320,000 compounds, 0.19% hits; in the data active means activation above about 80%; inconclusive means between about 30% and that limit; further: 0% is about no effect
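Fluo-8 calcium influx in TRPV1-expressing cells, kinetic read (ex 480/em 520 nm). Compound added and read 3 min for agonist activity, followed by capsaicin at EC20 final and 2 min further read for enhancement.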
ELG1 genotox: induces genotoxicity in HEK293T cells with luciferase-tagged ELG1. Potency, µM (series often up to 46 µM), inactives show at the highest dose activity change, positive = activation, actives largely listed as activators. HEK293T ELG1-luciferase reporter, luminescence, 16 h. AID 504466. 330,000 compounds, 1.3% hits; further: potency means the concentration at half of the fitted maximal effect; % of control where 0% means no effect; nearly all actives have a fitted effect of over 60% in size
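Cells (2,000/well) expressing the ELG1-luciferase fusion are dosed by pin tool and kept 16 hr at 37 °C, 5% CO2. Signal comes from ONE-Glo luciferase reagent after 30 min at room temperature.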
Eya2 inh: Eya2 (human) phosphatase inhibition; O00167; Potency, µM (highest dose often 76.9 µM), for the others: at the top dose activity, negative = inhibition, most hits filed as inhibitors; 330,000 compounds, 0.006% hits; recombinant Eya2, OMFP fluorescence dephosphorylation (OMFP is methylfluorescein phosphate); further: potency means the concentration at half of the fitted maximal effect; on the % scale 0 is the no-effect control and ±100 the full control effect
Target sequence (O00167 whole entry, looked up): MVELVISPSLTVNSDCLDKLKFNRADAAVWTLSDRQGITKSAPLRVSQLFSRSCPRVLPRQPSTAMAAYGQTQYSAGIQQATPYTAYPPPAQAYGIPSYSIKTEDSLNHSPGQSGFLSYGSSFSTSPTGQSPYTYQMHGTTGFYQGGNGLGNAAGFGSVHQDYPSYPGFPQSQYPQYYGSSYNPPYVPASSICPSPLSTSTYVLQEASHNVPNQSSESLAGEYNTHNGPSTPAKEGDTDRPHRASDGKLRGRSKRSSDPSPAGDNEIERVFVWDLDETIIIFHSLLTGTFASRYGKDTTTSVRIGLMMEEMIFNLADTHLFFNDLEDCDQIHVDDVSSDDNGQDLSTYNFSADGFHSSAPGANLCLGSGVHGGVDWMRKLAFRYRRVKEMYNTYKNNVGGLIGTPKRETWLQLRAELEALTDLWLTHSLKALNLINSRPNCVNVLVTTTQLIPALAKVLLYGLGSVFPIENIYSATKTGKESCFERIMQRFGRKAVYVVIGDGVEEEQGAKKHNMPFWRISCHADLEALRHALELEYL
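Eya2 (0.2 uM) preincubated 10 min at ambient with compound, then OMFP substrate added at 50 uM; 10 min reaction in 50 mM HEPES pH 7.5, 50 mM NaCl, 5 uM MgCl2, 0.05% BSA, 1 mM DTT. Fluorescence read at Ex 485/Em 525 nm.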
S-ASM inh: inhibitors of human secretory acid sphingomyelinase; P17405; placental ASM, HMU-PC fluorogenic substrate, 60 min; Potency, µM (highest dose often 57.5 µM), without a hit: at the top dose activity change, negative = inhibition, actives largely listed as inhibitors; 340,000 compounds, 0.006% hits; further: potency means the concentration at half of the fitted maximal effect
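Human placenta-derived ASM enzyme was preincubated with compound for 10 minutes at room temperature, then given fluorogenic substrate HMU-PC0 (9 uM final) for 60 minutes at 37 °C; a pH 10 stop preceded fluorescence reading at Ex 386/Em 447 nm.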
B2AR arrestin: recruits beta-arrestin to the human beta2-adrenergic receptor. 330,000 compounds, 0.02% hits. Potency, µM (top dose mostly 46.1 µM), for inactives: at the highest dose activation, hits mostly activators. P07550. AID 492947. beta-arrestin recruitment to beta2AR, cell-based reporter;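 further: potency means the concentration at half of the fitted maximal effect; 0% = DMSO controls and full agonism = EC100 isoproterenol or metaproterenol; nearly all actives have a fitted effect of over 65% in size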
Target sequence (P07550 whole entry, looked up): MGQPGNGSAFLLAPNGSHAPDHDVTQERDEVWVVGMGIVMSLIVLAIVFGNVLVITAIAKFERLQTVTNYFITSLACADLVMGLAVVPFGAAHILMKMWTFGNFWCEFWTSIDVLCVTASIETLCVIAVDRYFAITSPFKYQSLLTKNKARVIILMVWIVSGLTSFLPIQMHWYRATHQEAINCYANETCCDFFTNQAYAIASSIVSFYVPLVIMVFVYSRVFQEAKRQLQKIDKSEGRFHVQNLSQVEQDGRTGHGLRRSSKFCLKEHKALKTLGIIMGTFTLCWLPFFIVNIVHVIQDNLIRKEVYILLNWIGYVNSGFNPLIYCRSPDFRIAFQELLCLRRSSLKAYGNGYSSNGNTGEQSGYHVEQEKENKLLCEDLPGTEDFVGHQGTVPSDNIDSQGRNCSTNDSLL
p53 reactivation: mutant p53 re-activation in reporter cells; H1299 p53-A138V BP100-luciferase reporter, luminescence, 24 h; Potency, µM (highest dose often 92.2 µM), for inactives: at the top dose activity change, positive = activation, hits mostly activators; 320,000 compounds, 0.063% hits; further: potency means the concentration at half of the fitted maximal effect; % of control where 0% means no effect; nearly all actives have a fitted effect of over 45% in size
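H1299 (p53-null), stable ts p53-A138V + BP100-Luc; 1000 cells/well, Opti-MEM/10% FBS; cpd 4 pt, 1:5; 24 h, 37 deg C, 5% CO2; detection reagent 10 min RT; luminescence.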
a7 integrin act: activates integrin-mediated alleviation for muscular dystrophy | alpha7betagal myoblasts, beta-gal FDG fluorescence, 48 h | Potency, µM (series often up to 38.3 µM), without a hit: at the top dose activation, actives largely listed as activators | 350,000 compounds, 0.064% hits;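 further: potency means the concentration at half of the fitted maximal effect; 100% = response of the positive control SU9516; nearly all actives have a fitted effect of over 60% in size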
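Alpha7betagal+/- myoblasts (passage 13) were plated 16-24 hr, then exposed to compounds (1:260 dilution of DMSO stock) for 48 hours at 37C. After MPER lysis, β-galactosidase reporter activity was read as FDG fluorescence (ex 480/em 540) after 30 minutes.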
USP2a block: USP2a (human) protease inhibition; AID 463254; Potency, µM (highest dose often 38.3 µM), inactives show at the highest dose activity change, negative = inhibition, most hits filed as inhibitors; USP2 core, Ub-CHOP2 coupled fluorogenic reporter, 485/531; 330,000 compounds, 0.01% hits;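 further: potency means the concentration at half of the fitted maximal effect; plate controls were DMSO wells for no effect and full inhibition by NEM control for full effect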
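USP2 core (10nM final) preincubated 30min RT with compound in 20mM Tris-HCl pH 8.0, 2mM CaCl2, 2mM beta-mercaptoethanol, 0.05% CHAPS; 25nM Ub-CHOP2 plus 25nM reporter substrate added, fluorescence (Ex485/Em531) read after 60min.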
* marks the source's active call; other numbers are inactive results; ? = inconclusive; . = no result given; [ ] = remark or other dose. Unless noted, the call rests on the fitted dose curve; in most records, active means well fitted curve in the direction sought with a large enough effect; inconclusive means small, poorly fitted or top-dose-only effect, or another doubt; inactive means no such curve, though single readings can be large; an effect the other way counts as inactive or inconclusive.

smiles	BRCA1 expr up	PTAP TSG101 blk	uPA surface inh	TRPV1 ag	ELG1 genotox	Eya2 inh	S-ASM inh	B2AR arrestin	p53 reactivation	a7 integrin act	USP2a block
CN(Cc1ccon1)Cc1cn[nH]c1-c1ccc(-c2ccccc2)cc1	41.9%	-7.5%	-5.8%	-2.3	4.3%	2.7%	-0.9%	0.0%	5.0%	-23.7%	0.3%
CCOc1ccc(CC(=O)N2CCN=C2SCc2ccc([N+](=O)[O-])cc2)cc1	-10.5%	-2.6%	6.7%	2.7	-8.5%	19.6%	-2.6%	0.0%	0.0%	-8.8%	12.9%
COc1ccc(N(CC(=O)NCCc2ccccc2)C(=O)CCC(=O)Nc2nccs2)cc1	-18.6%	-4.3%	1.2%	-3.1	-0.6%	9.2%	1.8%[11.5 µM]	-0.9%	-4.1%	-3.5%	-5.2%
COc1ccc(CNC(=O)CCCn2nc(C)n3c(cc4sccc43)c2=O)cc1	2.3%	-4.8%	-4.9%	0.3	2.4%	-2.2%	-0.9%	0.4%	1.6%	13.1%	4.4%
Cc1c(NC(=O)Nc2ccc(Cl)cc2Cl)c(=O)n(-c2ccccc2)n1C	-3.5%	1.7%	-0.1%	4.4	-10.0%	9.3%	-1.6%	-0.5%	?	9.2%	-3.4%
CCOC(=O)C1CCCN(C(=S)NC2CCCC2)C1 (stereo not given)	0.0%	-3.4%	-2.1%	0.1	-5.6%	2.3%	4.7%	0.0%	-0.7%	?	4.0%
N#Cc1ccc(S(=O)(=O)N2CCN(C(=O)C3CC(=O)N(c4ccc5c(c4)OCCO5)C3)CC2)cc1 (stereo not given)	17.1%	-5.3%	-1.7%	-1.7	-2.4%	9.3%	1.9%	-0.1%	-7.0%	9.6%	1.4%
CCc1nc(SCC(=O)Nc2ccccc2Cl)n[nH]1	-7.0%	-8.4%	2.1%	-2.4	3.7%	2.2%	3.2%	0.0%	1.8%	-1.4%	0.5%
CCOC(=O)c1c(C)[nH]c(C)c1S(=O)(=O)NC(C)Cc1ccco1 (stereo not given)	-3.3%	-10.0%	-17.0%	2.7	0.4%	-3.9%	2.2%	0.1%	-1.3%	-31.5%[inhibitor]	1.1%
CCN(CC)C(=O)/C=C/c1ccccc1	55.2%	1.2%	7.2%	3.8	18.4%	4.0%	-0.3%	0.1%	?	14.3%	0.4%
CC(=O)c1cccc(Nc2nc3ccccc3n3cnnc23)c1	32.8%	0.5%	-6.4%	5.0	0.2%	-0.6%	-4.9%	0.0%	1.6%	?	2.7%
C=CCn1c(C(C)NC(=O)c2ccccc2C)n[nH]c1=S (stereo not given)	6.9%	0.5%	-5.0%	-2.0	-0.1%	2.6%	1.7%	-0.5%	-1.5%	-4.0%	0.2%
CCn1cc(C(=O)NC(=S)Nc2sc3c(c2C(=O)OC)CCCCCC3)cn1	-5.5%	1.4%	-1.3%	21.0	5.9%	-3.2%	-0.9%	0.2%	19.8%	4.6%	4.9%
CCOC(=O)C1=C(CNCCc2ccc(Cl)cc2)NC(=O)NC1c1cccc([N+](=O)[O-])c1 (stereo not given)	-20.6%	0.1%	4.6%	-2.2	-5.7%	?	-5.0%	-1.1%	7.7%	15.5%	-0.9%
COC(=O)CNC(=O)COC(=O)/C=C/c1ccc2ccccc2n1	-47.9%	0.5%	-9.2%	-0.6	7.0%	-4.1%	-3.3%	0.3%	?	-29.2%	0.7%
Cc1nc(SCC(=O)N2CCCCCC2)[nH]c(=O)c1C	-13.4%	-3.1%	-2.1%	0.1	14.9%	-15.8%	-1.2%	0.3%	-1.9%	5.4%	2.4%
CCCCCc1nnc(N)s1	3.4%	-1.5%	.	-0.8	0.0%	15.6%	3.5%	-0.2%	-0.7%	14.3%	-0.1%
COc1cccc(C(=O)Nc2cc(C)nn2-c2ccccc2)c1OC	-9.4%	-7.5%	-1.3%	17.2	-23.6%	10.0%	-2.7%	0.5%	-5.3%	-18.6%	0.1%
CCCCC(c1nnnn1CC1CCCO1)N1CCN(c2cccc(C)c2C)CC1 (stereo not given)	-41.2%	0.9%	4.5%	6.0	-10.8%	-44.1%	-0.4%	0.0%	-7.3%	-28.8%	2.1%
CCOCCCNCc1cc(Br)ccc1OCC	6.5%	-0.7%	-11.2%	3.7	-6.2%	9.2%	2.0%	-0.3%	-1.4%	-11.0%	1.7%
O=C(N1CCN(c2ncccn2)CC1)C12CC3CC(CC(C3)C1)C2	-12.4%	-1.2%	-0.2%	.	.	.	5.3%	.	.	9.8%	.
O=C(CSc1nc2ccccc2[nH]1)c1ccccc1F	2µM*	-6.1%	-1.6%	-1.3	?	0.9%	-0.3%	2.8%	?	-5.1%	-0.7%
Cc1ccc(OCC(=O)Nc2ccc(N3CCN(C(=O)c4ccco4)CC3)cc2)cc1	0.0%	-3.6%	-8.2%	5.4	-5.9%	-12.2%	-3.3%	-0.5%	-1.8%	-5.1%	1.7%
COc1ccc(CC(=O)NC(c2ccccc2)c2ccccc2)cc1S(=O)(=O)N1CCOCC1	-34.7%	-1.9%	1.4%	-0.7	-11.2%	-7.4%	-1.9%	-0.1%	-6.4%	-12.8%	-0.8%
COC(=O)c1cnc(SCc2ccc(Cl)cc2)n1C	11.2µM*	0.3%	-1.0%	23.1	9.8%	0.9%	5.7%	-0.9%	14.8%	30.1%	1.4%
CC(C)NC(=O)C1COc2ccccc2O1 (stereo not given)	57.6%	0.5%	13.1%	3.6	1.5%	11.9%	2.5%	-1.0%	2.4%	-0.9%	2.5%
CN1CCN(Cc2nc3ccccc3c(=O)n2Cc2nc(-c3ccccc3F)cs2)CC1	-35.5%	-1.1%	0.9%	2.4	-5.4%	6.3%	-1.1%	-0.1%	6.1%	-27.0%	-0.2%
C=CCNC(=S)NNC(=O)COc1c(Cl)cc(Cl)cc1Cl	2.0%	-0.5%	-2.6%	-6.0	0.9%	-6.0%	-1.0%	1.4%	-5.5%	2.1%	-3.0%
COC(=O)CCN1CCC2CC1c1cc(Cl)ccc12 (stereo not given)	8.6%	-1.3%	9.9%	.	.	.	2.8%	.	.	9.0%	.
Cn1c2c(c(=O)n(C)c1=O)C(c1cc3c(cc1Br)OCO3)CC(=O)N2 (stereo not given)	3.0%	-2.5%	18.3%	-0.1	19.5%	0.7%	4.1%	-0.4%	3.2%	10.0%	1.4%
CCn1c(CCC(=O)N(C)CC(=O)Nc2cccc(F)c2)nc2cc(S(=O)(=O)N(C)C)ccc21	-27.3%	0.1%	6.2%	-2.6	-9.5%	11.9%	0.4%	-0.2%	-4.8%	-3.9%	0.2%
Cc1ccc2nc(SCC(=O)N(CC(C)C)c3c(N)n(CC(C)C)c(=O)[nH]c3=O)[nH]c2c1	-15.8%	1.9%	-0.2%	-3.8	0.8%	-7.7%	49.4%[activator]	0.5%	9.0%	2.5%	4.7%
COc1ccccc1C(=O)COC(=O)Cc1n[nH]c(=O)c2ccccc12	-22.1%	-1.7%	-3.7%	3.1	-0.3%	24.4%	2.6%	-0.9%	-4.0%	-6.3%	0.9%
CCN(C=NC1=NN(c2cccc(C(F)(F)F)c2)CC1)CC	13.2%	-0.3%	-8.2%	4.0	-0.9%	-4.9%	1.1%	-0.6%	8.7%	-0.9%	4.6%
CCCNc1cc(C)c(C#N)c2nc3ccccc3n12	-10.2%	-3.3%	-3.4%	1.7	3.7%	2.2%	.	0.0%	-12.5%	9.9%	0.5%
O=c1cc(NC2CCCCC2)c2ccccc2o1	-24.2%	-6.3%	?	17.7	-7.3%	6.4%	-0.9%	0.2%	2.4%	2.8%	2.4%
COc1ccc(OC)c(-n2nnnc2SCC(=O)Nc2ccc(C(=O)N3CCCCC3)cc2)c1	-37.9%	-11.3%	-0.9%	1.4	-9.6%	-2.7%	-1.9%	-0.7%	7.1%	-52.3%[inhibitor]	-9.3%
